High-throughput results (PubChem BioAssay)
All columns: NCI-60 one-dose screen, growth in % after 48 h at 10 µM unless noted; 100 = growth as untreated, 0 = no growth, -100 = all killed.
HS 578T – HS 578T breast cancer; 4.1% of 78,000 active
T-47D – T-47D breast cancer | 5% of 79,000 active
SK-MEL-28 – SK-MEL-28 melanoma; 4.1% of 81,000 active; AID 1794761
UACC-257 – UACC-257 melanoma. 4.4% of 78,000 active
UACC-62 – UACC-62 melanoma; 5.4% of 81,000 active
MALME-3M – MALME-3M melanoma; 5.8% of 78,000 active; AID 1794766
BT-549 – BT-549 breast cancer; 4.4% of 78,000 active; AID 1794793
SK-MEL-2 – SK-MEL-2 melanoma; 4.7% of 77,000 active
* marks the source's active call; other numbers are inactive results. The calls were made as follows: active = growth percent below 10; inactive = the rest. A portion of the library; rates above refer to the full screens.

`CC(=O)Nc1ccc(C(=O)O)cc1` gave HS 578T 110, T-47D 103, SK-MEL-28 115, UACC-257 105, UACC-62 106, MALME-3M 95, BT-549 98 and SK-MEL-2 110.
For CC(C)C[C@@H](CN)CC(=O)O the results were T-47D 81, SK-MEL-28 107, UACC-257 105, UACC-62 101, MALME-3M 114, BT-549 80 and SK-MEL-2 96.
